# NCI-60 one-dose screen, 48 h, at 10 µM unless noted. Numbers give growth in % (100 = growth as untreated, 0 = no growth, -100 = all killed).
# HL-60(TB) = HL-60(TB) leukemia cells; AID 1794776; hit rate 9% among 78,000; active means growth percent below 10
# * hit, by the source's call; & = joins results of further samples; [ ] = remark or other dose. Some of the compounds tested; the hit share may differ from the screen's.
SMILES	HL-60(TB)
COc1c(O)cc2oc3cc(O[C@@H]4OC(C)[C@@H](O)[C@H](O)C4O)c(CC=C(C)C)c(O)c3c(=O)c2c1CC=C(C)C (stereo partly specified)	90
CC1(C)CNC(C(=O)O)C1 (stereo unspecified)	70
CCCCCCCCCCCCCCCCCCNC(=S)N/N=C/c1ccc([N+](=O)[O-])cc1	101
O=[N+]([O-])C=C(c1ccccc1)c1ccccc1	60
COc1c(O)c(O)cc2c3c(oc12)CC(c1ccco1)CC3=O (stereo unspecified)	90
O=C(C(Cl)Cl)N1CC2CCC(CC2)C1	111
O=S(O)c1ccccc1	97
COc1ccc(C(N)CCc2cc(OC)c(OC)c(OC)c2)cc1 (stereo unspecified)	116
Cc1c[nH]c(=O)n(C)c1=O	51
Cn1cc(C2=C(c3coc4ccc(F)cc34)C(=O)N(O)C2=O)c2ccccc21	103
COc1cc2oc(-c3cccc(NC(=O)c4ccc(Br)cc4)c3)cc(=O)c2c(OC)c1OC	74
CNCCc1cc2c(cc1C=O)OCO2	98
CCCCCN1C(=O)/C(=c2\sc3n(c2=O)C2C(NN=3)N(CC)C(=O)N2CC)c2cc(Cl)ccc21 (stereo unspecified)	76
CN(Cc1ccccc1)c1ccc(SC#N)cc1	17
O=C1Nc2c(C(=O)O)cccc2/C1=N/c1n[nH]c(=S)s1	80
Cc1ccc(NC(=O)c2sc3nc4c(cc3c2N)C(=O)CCC4)cc1Cl	106
CCN(CC)CCNc1ccccc1	100
COc1cc(/C=C/C(=O)c2ccc(Nc3nc(Nc4ccc(F)cc4)nc(Nc4ccc(Cl)cc4)n3)cc2)cc(OC)c1OC	-32*
Cc1cc(N2CCN(c3ccnc4cc(Cl)ccc34)CC2)nc(NC2CCCCC2)n1	-54*
OCc1cccc(F)c1	107
Cc1cc(C)c(C#N)c(=O)[nH]1	105&101
Nc1nc(N)c(N=Nc2ccc(SCC(=O)O)cc2)c(=O)[nH]1	95
O=C1[C@H]2Cc3c([nH]c4ccccc34)[C@@H](c3ccc(Br)cc3)N2C(=O)CN1C1CCN(Cc2c(F)cccc2F)CC1	26
COc1cccc(NC(=O)Nc2ccc(Nc3ncnc4sc(C(=O)NCCC(=O)NO)c(C)c34)cc2)c1	104
CC(C)C(NS(=O)(=O)c1ccc(N=NC2CCC(N(C)C)CC2)cc1)C(=O)NCCOCCOCC(=O)NC(CCCCNC(=O)C(CCCCNC(=O)CC(=O)Nc1ccccc1Oc1ncc(C(F)(F)F)cc1Cl)NC(=O)COCCOCCNC(=O)c1ccc(N2CCN(Cc3ccc(Cl)cc3)CC2)c([N+](=O)[O-])c1)C(=O)NCCOCCOCC(=O)NC(CCCCNC(=O)CN1CCN(CC(=O)O)CCN(CC(=O)O)CCN(CC(=O)O)CC1)C(=O)O (stereo unspecified)	119
CN1CCC(CN2c3ccccc3Sc3ccccc32)C1 (stereo unspecified)	64
Nc1nc(I)c2ncn(C3OC(CO)C(O)C3O)c2n1 (stereo unspecified)	99
OC[C@H]1O[C@@H](O[C@@H]2[C@@H](CO)O[C@](O)(CO)[C@H]2O)[C@H](O)[C@@H](O)[C@H]1O	94
COc1ccc(C(=O)C2C3(C#N)C(=O)NC(=O)C23C#N)cc1OC (stereo unspecified)	80
Cc1nc(N)nc(Nc2ccc(C#N)cc2)c1Br	90

# In a second layout: results already given.
COc1cc(/C=C/C(=O)c2ccc(Nc3nc(Nc4ccc(F)cc4)nc(Nc4ccc(Cl)cc4)n3)cc2)cc(OC)c1OC
- HL-60(TB) = -32*

O=C(C(Cl)Cl)N1CC2CCC(CC2)C1
- HL-60(TB) = 111

Cc1cc(C)c(C#N)c(=O)[nH]1
- HL-60(TB) = 105&101

OCc1cccc(F)c1
- HL-60(TB) = 107

# Next entries follow:
SMILES	HL-60(TB)
O=C(Nc1ccc(N=Cc2c(O)[nH]c3ccccc23)cc1)Nc1ccc(S(=O)(=O)Nc2ncccn2)cc1	117
C=C(C)[C@@H]1CC[C@]2(/C=N/OCCC#N)CC[C@]3(C)[C@H](CC[C@@H]4[C@@]5(C)CC/C(=N\OCCC#N)C(C)(C)[C@@H]5CC[C@]43C)[C@@H]12	66
CC(C)c1ccc(-n2c(=S)[nH]c3sc4c(c3c2=O)CCC(=O)C4)cc1	75
COc1ccc(-c2nc3sccn3c2-c2ccnc(NCCNS(=O)(=O)c3cccc(F)c3)n2)cc1	91
O=C(O)[C@@H](Cc1ccc2ccccc2c1)NC(=O)n1c2ccccc2c2ccccc21	6.8*
COc1cccc(Nc2c(Br)cnc3[nH]c4ccc(Br)cc4c23)c1	87
CC1(C)OC2OC3C(CNCCO)OC(c4ccccc4)OC3C2O1 (stereo unspecified)	93
Nc1ccc(S)cc1	98
O=C(NC1CCCCCC1)c1ccc2c(=O)n3c(nc2c1)CCCCC3	144
COc1ccc2[nH]c3nc4cnccc4cc3c2c1	108
COc1ccc(COC=O)cc1	103
COc1cccc(C2CC(=O)N(c3cc(Cl)cc(Cl)c3)C3=C2C(=O)OC3)c1 (stereo unspecified)	99
CC1(C)CC[C@]2(C(=O)O)CC[C@]3(C)C(=CC[C@@H]4[C@@]5(C)C/C(=C/c6cccnc6)[C@H](O)C(C)(C)[C@@H]5CC[C@]43C)[C@@H]2C1	-8.8*[100 µM]
CCN(CC)CCCC(C)Nc1c2c(nc3ccc(OC)cc13)CCCC2 (stereo unspecified)	80
COc1cc(C)c2c(=O)c3c(oc2c1)C(=O)c1c(O)c(OC)cc(O)c1C3=O	-45*
Cc1cc2nc3ccccc3n2c2cc(OCCCCl)ccc12	89
NNC(=O)c1oc2nc(-c3cnccn3)cc(-c3cccs3)c2c1N	91
O=C(O)CN1CCc2c(sc3ncnc(N/N=C/c4cccc5ccccc45)c23)C1	100
Cc1nn(-c2nc(-c3cc4ccccc4oc3=O)cs2)c(C)c1N=Nc1ccc(F)cc1	100
COc1ccc(-c2cc(-c3cccs3)[nH]c(=O)c2C#N)cc1	103
CCn1c(SCC(=O)c2ccc(Cl)cc2)nnc1-c1ccncc1	102
O=C1Nc2ccc(Br)cc2C12CC(c1ccccc1)=NN2 (stereo unspecified)	-5.0*
CCn1c(N)nc2c1c(=O)n(C)c(=O)n2C	119
CC[C@@]1(O)CC[C@@]2(C)[C@@H](CC[C@@H]3[C@@H]2CC[C@]2(C)[C@@H](O)CC[C@@H]32)C1	98
Nc1nc(-c2cc(Cl)cc(Cl)c2)cc(-c2cc3ccccc3oc2=O)n1	84
O=C(O)c1cn(C2CC2)c2cc(N3CCN(C(=O)CO[N+](=O)[O-])CC3)c(F)cc2c1=O	100
C#CC1(OCC2CN(c3ccccc3)C(=O)O2)CCCCC1 (stereo unspecified)	93
Cc1ccc2oc(=O)cc(-c3cc(-c4cc5ccccc5oc4=O)nc(N)c3C#N)c2c1	93
CCOC(=O)NC(C)(C)CC(C)(C)C	91
O=C1OC(=O)C2C1C1(Cl)C(Cl)=C(Cl)C2(Cl)C2C(=O)OC(=O)C21 (stereo unspecified)	98

# Pulled one by one from the entries so far:
SMILES	HL-60(TB)
Cc1cc2nc3ccccc3n2c2cc(OCCCCl)ccc12	89
O=C(Nc1ccc(N=Cc2c(O)[nH]c3ccccc23)cc1)Nc1ccc(S(=O)(=O)Nc2ncccn2)cc1	117
COc1ccc2[nH]c3nc4cnccc4cc3c2c1	108
CC(C)c1ccc(-n2c(=S)[nH]c3sc4c(c3c2=O)CCC(=O)C4)cc1	75
C=C(C)[C@@H]1CC[C@]2(/C=N/OCCC#N)CC[C@]3(C)[C@H](CC[C@@H]4[C@@]5(C)CC/C(=N\OCCC#N)C(C)(C)[C@@H]5CC[C@]43C)[C@@H]12	66
Cc1nn(-c2nc(-c3cc4ccccc4oc3=O)cs2)c(C)c1N=Nc1ccc(F)cc1	100
O=C(O)CN1CCc2c(sc3ncnc(N/N=C/c4cccc5ccccc45)c23)C1	100

# More compounds
SMILES	HL-60(TB)
CSC(=CC(=O)c1ccco1)SC	81
CCCCCCOc1ccc(C(=N)N(CCCC)CCCC)c2ccccc12	-50*
C[PH+](c1nc2ccccc2nc1[PH+](C)C(C)(C)C)C(C)(C)C.C[PH+](c1nc2ccccc2nc1[PH+](C)C(C)(C)C)C(C)(C)C.[Au+].[Cl-] (stereo unspecified)	12
COc1ccc(/C=C2\SC(=O)NC2=NCCCO)cc1OC	102
O=c1[nH]nc(-c2ccccc2)c2c(-c3ccccc3)n[nH]c12	95
N/C(=N\OC(=O)c1ccccc1)C(C(=O)NOC(=O)c1ccccc1)C1CCCCC1 (stereo unspecified)	1.7*
O=C(Nc1ncccc1OCc1cccc(F)c1)Nc1cccc2ccccc12	83
NC(=Nc1ccccc1)SCCCCSC(N)=Nc1ccccc1	80
COc1cc(C2=NN(C=O)C(c3sc(N4CCOCC4)nc3Cl)C2)cc(OC)c1OC (stereo unspecified)	99
CCN(CC)C12CCCCC1(C)C(C#N)(C#N)C(C#N)=C(N)O2 (stereo unspecified)	73
[N-]=[N+]=NCc1ccccc1	113
COC(=O)[C@@H](C)C[C@H](Cc1ccccc1)NC(=O)c1cccc([C@@H](C[C@H](C(C)C)N(C)C(=O)[C@@H](NC(=O)[C@H]2CCCCN2C)C(C)C)OC(C)=O)n1	-29*
O=C1CCCN1c1ccccc1	93
COc1ccccc1NC(=O)N1CCN(C(=O)Nc2ccccc2OC)CC1	86
CN(C)c1oc(C(=O)NCc2ccccc2)nc1C#N	102
N=C1CC(=O)NN1C(=O)CSc1nc2sc3c(c2c(=O)n1-c1ccc(Cl)cc1)CCCC3	108
Cc1cc(Br)cc(Br)c1	83
CCOC(=O)C1CC=CCC1C(=O)OCC (stereo unspecified)	108
COc1ccc2[nH]c(C(=O)O)cc2c1	93
Cc1nnc(N/N=C/c2ccc(N(CCCl)CCCl)cc2)n1N	62
CCCCCCCCCCCCCCCC(=O)OCCCCCCCCCCCCC	149
CC1CN(CC(=O)c2ccc(Br)cc2)CC(C)O1 (stereo unspecified)	108
CS(=O)(=O)c1ccc(C(=O)N=Nc2c(O)[nH]c3ccc(F)cc23)cc1	102
CC(Oc1ccc(C(=O)O)cc1C(F)(F)F)c1ccc(Oc2cccnc2)cn1 (stereo unspecified)	104
CCC(=O)c1ccc2ccccc2c1	108
Clc1ccc(-c2nc3ccc(-c4nnc(SCc5ccccc5)o4)cc3[nH]2)cc1	52
CN(C)NC=O	91
NS(=O)(=O)c1ccc(NC(=O)c2ccc(N=Cc3c(O)[nH]c4ccccc34)cc2)cc1	120
CC1(C)N=C(N)N=C(N)N1c1cccc(OCCOc2cccc([N+](=O)[O-])c2)c1	18
COc1ccc(C(=O)Nc2cccc(-c3cc(=O)c4c(O)c(OC)c(OC)cc4o3)c2)cc1	85

# (list continues)
canonical_smiles	HL-60(TB)
O=C1OC[C@H]2[C@H](c3ccc(O)c(O)c3)c3cc(O)c(O)cc3C[C@H]12	217
COCc1ccc(NC(=O)Cn2ccc3c(NC(C)c4ccc(C(F)(F)F)nc4)cccc3c2=O)cc1 (stereo unspecified)	104
Cc1nn(-c2ccc(F)cc2)c2ncnc(Oc3ccc(NC(=O)Nc4cc(C(F)(F)F)ccc4F)cc3)c12	99
Cc1cc(C(=O)Nc2ccc3cc(CN4CCOCC4)ccc3n2)c(C)n1-c1ccccc1	14
Cc1cc(C)n(C(=O)Cn2c(C)nc3ccccc3c2=O)n1	96
COc1cc(CNC(=O)/C=C/C=C/c2ccc3c(c2)OCO3)ccc1O	83
CCCN1CCN(c2ccc3nc(-c4ccc5nc(-c6cc(OC)ccc6OC)[nH]c5c4)[nH]c3c2)CC1	106
O=c1c(CN2CCOCC2)c(-c2cccc(OC(F)(F)F)c2)[nH]c2ccc(N3CCCC3)cc12	91
C=CCCCCCCCCC1(C)NC(=O)NC1=O (stereo unspecified)	75
COc1ccc(C2Nc3n[nH]c(N)c3-c3nc4ccccc4n32)cc1OC (stereo unspecified)	101
COc1cccc(-c2nc3sccn3c2-c2ccnc(NCCNS(=O)(=O)c3cccc(Cl)c3)c2)c1	16
O=C(O)CCNC(=O)c1nc(-c2ccccc2)n(-c2ccc([N+](=O)[O-])cc2)n1	105
COc1cc(C)cc2oc3oc(=N)c(-c4csc(-c5cc6ccccc6oc5=O)n4)cc3c(=O)c12	124
O=[N+]([O-])c1ccc(O)c(CBr)c1	106
COc1cc2c(c(OC)c1OC)-c1ccc(N=NC(N)=S)c(=O)cc1[C@@H](NC(C)=O)CC2	-18*
CNC(=O)OCc1c(COC(=O)NC)c2n(c1C)CSC2	104
COc1cc(/C=N\NC(=S)Nc2ccc(S(=O)(=O)N3CCCCC3)cc2)cc(OC)c1OC	82
O=S1(=O)c2ccccc2NC(c2ccc(Cl)cc2)C1c1ccccc1 (stereo unspecified)	87
Cc1ccc(NC(=O)c2sc3nc(C)c(C(O)c4ccccc4)cc3c2N)cc1 (stereo unspecified)	-48*
COc1ccc2nc(NC(=O)c3cc(-c4ccc(F)cc4)n4nc(-c5ccccc5)cc4n3)sc2c1	99

# Arranged by formula weight (smallest number first): part of the list above.
canonical_smiles	HL-60(TB)
Cc1cc(C)n(C(=O)Cn2c(C)nc3ccccc3c2=O)n1	96
CNC(=O)OCc1c(COC(=O)NC)c2n(c1C)CSC2	104
Cc1cc(C(=O)Nc2ccc3cc(CN4CCOCC4)ccc3n2)c(C)n1-c1ccccc1	14

# Next structures
canonical_smiles	HL-60(TB)
Nc1nc(N)c(N=O)c(=O)[nH]1	96
Nc1cc(C(=O)O)c(-c2cc(O)c(N)cc2C(=O)O)cc1O	80
Nn1c(C(Cl)(Cl)Cl)nn2c(=O)c3cnn(-c4ccccc4)c3nc12	100
Cc1csc(Nc2nc(-c3cccc(Cl)c3)nc(C(Cl)(Cl)Cl)n2)n1	-10*
Cc1nn(-c2ccc([N+](=O)[O-])cc2)c2ncnc(N/N=C/c3ccccc3O)c12	-0.5*
CC(C)C1=CCC(NC(=O)Nc2ccc(N=Cc3ccccc3O)cc2)C=C1 (stereo unspecified)	40
COc1ccc(/C=C/C(=O)c2c(C)oc3nc[nH]c(=O)c23)cc1OC	74
O=C(CN1CCOCC1)Nc1ccc2ncnc(Nc3ccc(Oc4cccc(F)c4)c(Cl)c3)c2c1	85

# High-throughput results as filed in PubChem BioAssay.
